# UTI89 phage lysis – protection from phage-mediated lysis, alamar blue read-out – E. coli UTI89, K1F phage, bacterial capsule biogenesis inhibitors (AID 488966). one-dose inhibition, % at 100 µM; IC50 in µM for titrated hits. 340,000 tested, 0.02% active. E. coli UTI89 K1F phage lysis, alamar blue, 2 h; higher % means a stronger effect;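 active means phage lysis inhibition, versus mean bacterial control, above a set limit; inconclusive means no clear call, values can overlap the other calls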;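 further: capsule biogenesis inhibitors block K1F phage lysis so surviving cells raise fluorescence; higher fluorescence means more inhibition of phage lysis; actives were called in the ten point dose series up to 300 µM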
# SV40 large T antigen – TAg ATPase/helicase activity blockers – biochemical (AID 1903); SV40 large T antigen ATPase/helicase inhibition assay; higher % means a stronger effect; inhibition, % at 20 µM; hits with a dose series show IC50 in µM; 310,000 tested, 0.39% active; in the data active means a potency from the dose series; inconclusive means inhibition mostly from about 32% at the one dose, without a potency; inactive means the rest, 99 in 100 with inhibition below about 32%; further: strong numbers were not always called active
# Siah-1 displacement – blockers of Siah-1 interaction with plectin peptide – biochemical, fluorescence polarization, rhodamine-plectin, uHTS, primary screen (AID 1817); Siah-1 / rhodamine-plectin peptide fluorescence polarization; higher % means a stronger effect; one-dose displacement, % at 20 µM; IC50 in µM for titrated hits; 290,000 tested, 0.02% active;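 active means displacement of at least 50% at 20 µM, with a fluorescence ratio check between 0.3 and a set limit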;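 further: plate controls were Siah plus tracer with DMSO for no effect and tracer alone without Siah for full effect; strong numbers were not always called active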
# NS5 inhibitors – Dengue-2 NS5 methyltransferase inhibitors, primary screen, biochemical, confirmation dose response (AID 588689) | inhibition, % at 25 µM, or IC50 in µM where a hit was titrated | Dengue-2 NS5 methyltransferase capping enzyme assay, biochemical; higher % means a stronger effect | 340,000 tested, 0.3% active; in the data active means a potency from the dose series; inconclusive means inhibition above about 29% without an active follow-up result
# NTR1 agonist – agonists of NTR1, primary screen, imaging, U2OS cells, beta-arrestin-GFP, high content (AID 493036) | P30989 | NTR1-U2OS beta-arrestin-GFP spot imaging, agonist mode | activation, % at 20 µM | 330,000 tested, 0.17% active;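 active means activation at or above 40% of the spot to cytoplasm intensity ratio, with at least 20 cells analyzed; inconclusive means wells under 20 cells, flagged as cytotoxic or low count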;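 further: 0% = DMSO without peptide and 100% = 100 nM NTR1 peptide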
# Target sequence (P30989 whole entry, looked up): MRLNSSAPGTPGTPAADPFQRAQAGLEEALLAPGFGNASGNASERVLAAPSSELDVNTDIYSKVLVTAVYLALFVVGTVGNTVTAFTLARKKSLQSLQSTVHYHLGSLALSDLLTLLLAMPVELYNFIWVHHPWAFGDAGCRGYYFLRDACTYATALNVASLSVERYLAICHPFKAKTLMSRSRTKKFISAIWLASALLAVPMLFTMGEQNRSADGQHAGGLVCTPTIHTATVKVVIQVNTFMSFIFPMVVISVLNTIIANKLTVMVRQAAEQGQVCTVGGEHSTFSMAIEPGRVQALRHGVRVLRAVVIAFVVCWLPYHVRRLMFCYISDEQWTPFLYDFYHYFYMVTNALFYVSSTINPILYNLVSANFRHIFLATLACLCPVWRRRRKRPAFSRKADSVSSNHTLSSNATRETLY
# Rac1 GTP hydrolysis – MgcRacGAP GTPase-activating activity inhibitors, confirmation, biochemical, ADP Hunter fluorescence; 340,000 tested, 0.6% active; inhibition, % at 30 µM, or IC50 in µM where a hit was titrated; MgcRacGAP-stimulated Rac1 GTP hydrolysis, ADP Hunter fluorescence; higher % means a stronger effect; GST-tagged Rac1 F28L mutant substrate;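 active means first-screen hits whose inhibition reached a set limit at any dose in the follow-up dose series; inconclusive means inhibition above the set first-screen limit but never retested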;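 further: fluorescence reports GDP produced by GAP-driven GTP hydrolysis; strong numbers were not always called active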
# AID2073 – disruptors of CaV2.2 binding to Mint1 – biochemical, HTRF (AID 2073). HTRF protein-protein interaction, Mint1-CaV2.2; higher % means a stronger effect. inhibition, % at 20 µM; hits with a dose series show IC50 in µM. 290,000 tested, 0.19% active; in the data active means inhibition mostly above about 51%, no sharp cut-off; inconclusive means no clear call, values can overlap the other calls; inactive means mostly below about 53%; further: some results filed as inactive read as strong as hits
# RSV CPE inhibition – inhibition of RSV-induced cytopathic effect – HEp-2 cells, primary 10 µM value included (AID 2391); CPE inhibition, % at 10 µM; hits with a dose series show IC50 in µM; 310,000 tested, 0.13% active; HEp-2 cells, RSV-induced CPE inhibition; higher % means a stronger effect; in the data active means a potency from the dose series; inconclusive means CPE inhibition mostly from about 23% at the one dose, without a potency; inactive means the rest, 99 in 100 with CPE inhibition below about 21%; further: strong numbers were not always called active
# West Nile antiviral – inhibition of WNV-induced cytopathic effect – cell-based, CPE readout (AID 1621). West Nile virus-infected cells, CPE inhibition; higher % means a stronger effect. CPE inhibition, % at 10 µM; hits with a dose series show IC50 in µM. 290,000 tested, 0.02% active; in the data active means a potency from the dose series; inconclusive means CPE inhibition mostly from about 3.7% at the one dose, without a potency; inactive means the rest, 99 in 100 with CPE inhibition below about 2.2%; further: strong numbers were not always called active
# NTR1 agonist cell count 20 µM – recorded beside NTR1 agonist, whose call it bears; cell count; measured here: cell count, cytotoxicity flag
# * = called active by the depositor; ? = inconclusive; . = no result given; [ ] = remark or other dose.
Molecule	UTI89 phage lysis	SV40 large T antigen	Siah-1 displacement	NS5 inhibitors	NTR1 agonist	NTR1 agonist cell count 20 µM	Rac1 GTP hydrolysis	AID2073	RSV CPE inhibition	West Nile antiviral
O=C(NCCc1ccco1)C(=O)NCCC1CCCCN1S(=O)(=O)c1ccccc1 (stereo unspecified)	0.0%[50 µM]	26%	.	-3%	0.2	65	4%	.	-1.9%	.
Cc1ccc(S(=O)(=O)NN=C2CCN(Cc3ccccc3)CC2)cc1	-0.2%	4%	4%	-7%	-2.3	50	4%	8%	0.9%	-0.1%
CCO[C@H]1OC(C(=O)N2CCN(C)CC2)=C[C@@H](c2csc3ccccc23)[C@@H]1CCCO	-1.0%	9%	0%	-4%	0.1	88	5%	-5%	-0.4%	-0.7%
CCOCC(=O)Nc1cccc(OC)c1	1.2%	2%	4%	3%	-0.4	36	5%	-12%	2.9%	-0.3%
CCN(CC(=O)Nc1c(F)cccc1F)C(=O)/C=C/c1ccc(C)o1	1.0%[50 µM]	14%	.	7%	-0.2	38	5%	.	-1.0%	.
CCOc1nc(NC(=O)NS(=O)(=O)c2ccccc2F)nc(-c2ccccc2)n1	-0.5%	7%	-4%	-4%	1.3	106	11%	-11%	.	0.4%
O=C(CN1CCN(c2ccccc2O)CC1)Nc1ccc2c(c1)OCCCO2	0.8%[50 µM]	.	.	-10%	1.3	65	2%	.	1.4%	.
COC(=O)c1ccc(/C=C2/SC(=S)N(CCC(=O)NCCCN3CCOCC3)C2=O)cc1	0.1%	-3%	-2%	0%	-1.6	40	11%	-15%	6.5%	1.2%
COCC(=O)Nc1cc(=O)n(C)c(=O)n1C	-1.1%	3%	-1%	2%	-1.2	81	3%	4%	0.3%	-0.5%
C=CCN(Cc1cc(OC)ccc1OC)S(=O)(=O)N(C)C	0.3%	4%	-3%	-3%	0.0	53	8%	-2%	3.6%	0.0%
COC(=O)c1cc(S(=O)(=O)n2nc(C)c(Br)c2C)c(Cl)cc1Cl	0.0%	-2%	1%	-2%	9.4	44	2%	0%	5.2%	-0.3%
Cc1ccccc1OCC(=O)OCC(=O)c1ccc[nH]1	1.4%[50 µM]	.	.	-5%	-0.1	65	-1%	.	1.1%	.
Cc1ccc(C(=O)NCCCN2CCOCC2)cc1	0.0%	.	.	0%	-1.5	28	11%	.	.	0.1%
CCN(CC)C(=O)c1cnn(-c2ccccc2)c1NC(=O)c1cccs1	1.2%	25%	18%	-5%	1.4	29	14%	31%	2.9%	-0.2%
CC1(CC(=O)N/N=C/c2cc(Br)c(O)cc2O)OCCO1	-4.2%	25%	3%	3%	1.0	54	31%	-10%	0.7%	-0.3%
C=CCNC(=O)C1(c2ccccc2)CC1(Cl)Cl (stereo unspecified)	-0.2%	7%	-2%	-6%	-2.2	40	6%	0%	1.4%	0.2%
CC(=O)c1ccc(NCC(=O)N2CCN(c3ccccc3)CC2)cc1	0.0%	9%	4%	.	0.0	53	2%	20%	1.0%	.
Cc1nn(-c2ccccc2)c(C)c1CN(C)C(=O)c1ccc(S(=O)(=O)NCc2ccco2)cc1	-0.2%[50 µM]	.	.	-9%	-1.2	103	4%	.	1.4%	.
Cc1c(NC(=O)c2ccc(=O)oc2)c(=O)n(-c2ccccc2)n1C	6.0%	7%	-2%	-4%	-1.1	38	13%	3%	3.5%	-0.5%
CSc1n[nH]c(NC(=O)c2c(-c3c(Cl)cccc3Cl)noc2C)n1	-0.6%	6%	0%	2%	3.1	60	-2%	6%	-1.6%	0.0%
N#Cc1cc2c(nc1SCc1ccccc1)CCCCC2	0.9%[50 µM]	4%	0%	-1%	3.1	59	7%	-5%	5.0%	-0.1%
CCOC(=O)N1CCN(S(=O)(=O)c2ccc(NC(C)=O)cc2)CC1	0.2%	-5%	-4%	2%	1.8	63	6%	8%	0.9%	-0.5%
O=C(Cc1ccccc1F)Nc1nc(-c2ccc(F)c(F)c2)cs1	0.0%	11%	-1%	3%	28	55	5%	9%	9.8%	-0.1%
O=C(O)CC(SCC(=O)Nc1ccc(S(=O)(=O)N2CCCC2)cc1)C(=O)O (stereo unspecified)	0.7%	2%	5%	7%	0.0	56	-7%	2%	-1.8%	0.1%
Cc1ccc(-n2c(C)nnc2SCC(=O)NC2CCCC2)cc1	0.1%	8%	10%	-9%	0.9	69	7%	-2%	1.0%	-0.1%
O=C(CN(Cc1ccco1)C(=O)CNS(=O)(=O)c1ccc(F)cc1)NCCc1ccccc1	0.5%	8%	1%	-1%	-0.5	53	2%	2%	0.0%	-0.2%
Cc1ccccc1NC(=O)CCNS(=O)(=O)c1ccc2[nH]c(=O)oc2c1	0.1%	8%	-5%	1%	0.8	62	10%	8%	0.3%	0.5%
Cc1ccc2c(c1)C1CN(C)CCC1N2C(=S)Nc1ccc(OC(F)F)cc1 (stereo unspecified)	0.4%	8%	8%	-1%	0.8	74	5%	4%	-1.2%	-0.2%
Cc1nc2ccc(C(=O)OCC(=O)N(C)c3ccccc3)cc2nc1C	0.3%[50 µM]	.	.	-4%	-0.3	61	7%	.	.	.
COc1ccc(-c2nc(-c3ccccc3)ncc2S(C)(=O)=O)cc1	1.0%	28%	1%	-16%	2.7	18	0%	-8%	-1.8%	0.6%
COc1ccc(C(=O)N/C(=C\c2ccc3c(c2)OCO3)C(=O)Nc2cccc(C(=O)O)c2)cc1	-0.1%	5%	9%	2%	1.1	44	4%	27%	0.7%	0.2%
CC1=CC2=NC(=O)/C(=C\c3cccn3CCOc3cccc(C)c3)C(=N)N2O1	3.1%	8%	3%	15%	1.8	75	6%	6%	5.6%	-1.2%
COc1ccc(CN(C)CC2CCCN(CCc3ccc(F)cc3)C2)cc1OC (stereo unspecified)	-0.4%	10%	4%	-10%	0.2	58	-1%	-4%	-1.2%	1.1%
O=C(CCn1nc(-c2ccccc2)ccc1=O)NCCCN1CCCCCC1	1.0%[50 µM]	8%	2%	3%	-1.0	55	6%	-6%	1.9%	.
O=C(OCC1CCCN2CCCCC12)c1ccc2c(c1)OCO2 (stereo unspecified)	0.7%	1%	5%	-4%	-0.1	44	9%	2%	-0.5%	-0.5%
Cc1cccc(C(=O)NC(C(=O)Nc2nc(-c3ccccn3)cs2)C(C)C)c1 (stereo unspecified)	3.2%	-3%	-2%	-4%	-0.9	22	1%	1%	-1.8%	-1.8%
CC(=O)c1ccc(NC(=S)N2CCCCCC2)cc1	-0.4%	6%	0%	-8%	-0.3	40	6%	-4%	2.9%	-0.6%
O=C(COc1ccc(-n2cnnn2)cc1)NCCc1ccc(F)cc1	1.0%	24%	4%	-9%	1.0	52	3%	-2%	2.3%	0.2%
Cn1c(-c2ccccc2)cnc1SCC(=O)N1CCCc2ccccc21	5.7%	8%	1%	-7%	1.7	32	12%	-3%	10%	-1.0%
O=C(CN(c1ccccc1)S(=O)(=O)c1ccccc1)N1CCOCC1	-0.8%	2%	2%	-5%	1.9	29	4%	9%	1.9%	0.0%
Cc1cccc2c1N(C(=O)c1ccco1)C(C)(C)c1ssc(=S)c1-2	2.2%	1%	-6%	2%	2.0	53	9%	-2%	3.7%	-0.1%
Cc1cc(/C=C(\C#N)C(=O)NCc2ccco2)c(C)n1-c1cccnc1	0.7%	3%	6%	-5%	2.5	41	4%	13%	1.8%	0.2%
Cc1ccc(C)c(CN2C(=O)CSc3ccc(C(=O)N4CCCC4)cc32)c1	-0.8%	7%	7%	-2%	0.5	67	7%	0%	2.3%	-0.6%
O=S(Cc1cc(Sc2ccccc2)nc(-c2ccccc2)n1)c1ccccc1 (stereo unspecified)	-0.2%	11%	0%	-3%	17	58	3%	2%	?	-0.8%
COc1ccccc1NC(=O)C(=O)N/N=C/c1ccc([N+](=O)[O-])s1	0.3%	5%	8%	0%	.	.	7%	57%	.	-0.9%

# Given with each value named: 2 of the compounds above
O=S(Cc1cc(Sc2ccccc2)nc(-c2ccccc2)n1)c1ccccc1 (stereo unspecified)
  UTI89 phage lysis = -0.2%; SV40 large T antigen = 11%; Siah-1 displacement = 0%; NS5 inhibitors = -3%; NTR1 agonist = 17; NTR1 agonist cell count 20 µM = 58; Rac1 GTP hydrolysis = 3%; AID2073 = 2%; RSV CPE inhibition = ?; West Nile antiviral = -0.8%

COc1ccccc1NC(=O)C(=O)N/N=C/c1ccc([N+](=O)[O-])s1
  UTI89 phage lysis = 0.3%; SV40 large T antigen = 5%; Siah-1 displacement = 8%; NS5 inhibitors = 0%; NTR1 agonist = .; NTR1 agonist cell count 20 µM = .; Rac1 GTP hydrolysis = 7%; AID2073 = 57%; RSV CPE inhibition = .; West Nile antiviral = -0.9%

# Next section
Molecule	UTI89 phage lysis	SV40 large T antigen	Siah-1 displacement	NS5 inhibitors	NTR1 agonist	NTR1 agonist cell count 20 µM	Rac1 GTP hydrolysis	AID2073	RSV CPE inhibition	West Nile antiviral
CN1CCN(C(=O)c2c(O)c3cccc4c3n(c2=O)CC4)CC1	-0.7%	3%	3%	-3%	1.1	42	2%	-5%	-0.3%	0.4%
COc1ccccc1CN1C(=O)CCC1(C)C(=O)NCc1cccnc1 (stereo unspecified)	0.7%	1%	0%	0%	-1.0	86	3%	-3%	1.8%	0.3%
COc1ccc(S(=O)(=O)Nc2ccc3c(c2)C(=O)N([C@H](C)CO)C[C@@H](C)[C@@H](CN(C)S(=O)(=O)c2ccc(Cl)cc2)O3)cc1	0.8%	.	.	-2%	10	49	7%	.	.	.
CCC(C(=O)O)n1nc(-c2ccccc2)c2cc(Cl)ccc21 (stereo unspecified)	0.0%	10%	8%	6%	1.7	31	2%	19%	1.2%	1.0%
O=C(O)CCNC(=O)c1ccc(Br)o1	2.1%	12%	3%	-3%	-0.1	44	5%	6%	-0.1%	0.1%
CCN(CC)c1ccc(NC(=O)CN2CCN(c3ccccn3)CC2)cc1	0.1%	36%	6%	4%	-1.3	45	131µM*	-4%	2.3%	-1.0%
COc1ccc(CC(=O)N2CCCC(CNC(=O)c3ccccc3Cl)C2)cc1 (stereo unspecified)	0.0%	-4%	-2%	-4%	-1.3	79	12%	11%	0.2%	-1.9%
CCN(Cc1ccncc1)C(=O)CCc1nnc(CCc2ccc(OC)cc2)o1	0.3%	24%	-2%	-9%	0.9	75	10%	10%	-0.1%	0.0%
O=C(CNC(=O)c1ccco1)NCC(=O)OCc1ccc(F)cc1	0.2%	10%	4%	-2%	2.5	36	5%	-4%	0.5%	0.4%
CCN(CC(=O)NCc1ccccn1)S(=O)(=O)c1cc(Cl)ccc1Cl	0.9%[50 µM]	8%	.	-6%	-0.7	66	1%	.	-1.6%	.
Cc1nn(C)c(Cl)c1C(N)=O	0.5%	8%	0%	-1%	-0.4	31	8%	-2%	0.9%	0.6%
COc1ccc2[nH]c(=O)c(CN(C)C(=O)c3ccncc3)cc2c1	0.7%	12%	2%	-3%	1.9	64	1%	3%	0.9%	0.5%

# Compound activity deposited in PubChem BioAssay by several laboratories.
